Screening data (PubChem)
Dyrk1A ADPGlo = rat Dyrk1A kinase inhibitors, primary screen, biochemical, single point, plate reader | inhibition, % at 12.5 µM | ADP-Glo luminescence, NFATc1 peptide | 310,000 compounds, 0.43% hits | Dual specificity tyrosine-phosphorylation-regulated kinase 1A (Rattus norvegicus), Q63470; in the data active = inhibition above about 50%;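 also: plate controls were vehicle with enzyme for no effect and no enzyme for full effect; many of its hits are not listed in these tables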
HSF-1 act = HSF-1 activators, primary screen, NIH3T3-HGL cells, MG132 stress, luminescence, single point | NIH3T3-HGL HSF-1 luciferase reporter, 8 h; 100% = twice DMSO control signal | AID 504408, 2011 | 300,000 compounds, 1.7% hits | activation, % at 9 µM;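 active = mean replicate activation of at least 50% with a set share of replicates each reaching 50%; inconclusive = only one of those two conditions met; inactive = mean below 50% and too few replicates reaching it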;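 also: 0% = median of the neutral control wells and 100% = twice that signal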
PolyA inhibitor = polyadenylation inhibitors in yeast reporter cells, primary screen, luminescence, S. cerevisiae; S. cerevisiae SKY197-pL101 polyadenylation reporter, beta-gal luminescence; efflux-impaired pdr1/pdr3 knockout yeast; score 100 = 6 SD above DMSO; calls only at 12 µM; 300,000 compounds, 0.02% hits; AID 1875, 2009;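 active = lowest replicate activity score at least 50, where 100 means six control SD above control mean; inconclusive = lowest score under 50 but half or more replicates reach 50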;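 also: yeast exposed to compound for 9 h at 30 °C; higher score means more reporter readthrough which indicates perturbed polyadenylation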
HSP90 refold inh = HSP90 inhibitors, primary screen, cell lysate, luminescence | 290,000 compounds, 0.91% hits | inhibition, % at 5.6 µM | Rabbit reticulocyte lysate, luciferase refolding luminescence, 3 h;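 active = inhibition above the screen-wide mean plus 3 SD, computed separately per campaign, cut at about 16% in these data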;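 also: 0% = DMSO wells and 100% = 60 µM geldanamycin wells; inhibitors lower the luminescence because luciferase stays unfolded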
Platelet DG rel = inhibitors of platelet dense granule secretion, primary screen, cell-based, MLPCN, human platelets | inhibition, %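 (compounds screened at 7.5 µM in platelet-rich plasma)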 | 300,000 compounds, 0.22% hits | human platelet-rich plasma, SFLLRN dense granule ATP release, luminescence;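 active = mean replicate score, as percent of positive control, at or above 50; inconclusive = mean below 50 but at least one replicate at or above 50; inactive = mean and every replicate below 50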
HDAC3 inh = HDAC3 deacetylase inhibitors, primary screen, biochemical, fluorescence, cell-free homogeneous; Histone deacetylase 3 (Homo sapiens), O15379; AID 2718, 2010; recombinant HDAC3, fluorogenic peptide/trypsin coupled; inhibition, % at 8.3 µM; 320,000 compounds, 0.15% hits; in the data active = inhibition above about 26%, passing the limit was not always enough; inconclusive = no clear call, values can overlap the other calls
Target sequence (O15379 whole entry, looked up): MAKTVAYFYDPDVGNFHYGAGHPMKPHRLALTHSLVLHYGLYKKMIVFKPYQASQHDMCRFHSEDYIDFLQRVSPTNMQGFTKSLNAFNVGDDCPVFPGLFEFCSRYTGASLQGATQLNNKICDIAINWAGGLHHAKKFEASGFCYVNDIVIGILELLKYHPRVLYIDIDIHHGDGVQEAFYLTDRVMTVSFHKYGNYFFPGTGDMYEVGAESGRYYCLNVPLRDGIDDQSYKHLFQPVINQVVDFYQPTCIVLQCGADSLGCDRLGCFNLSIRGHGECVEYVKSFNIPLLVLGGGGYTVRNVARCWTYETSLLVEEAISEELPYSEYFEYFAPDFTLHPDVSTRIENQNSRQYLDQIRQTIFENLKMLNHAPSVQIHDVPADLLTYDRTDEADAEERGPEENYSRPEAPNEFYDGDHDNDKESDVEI
GSK3beta inhib = human GSK3beta kinase inhibitors, primary screen, biochemical, cell-free homogeneous, HTS | Glycogen synthase kinase-3 beta (Homo sapiens), P49841 | GST-GSK3beta kinase, ADP-Glo luminescence, 60 min; stronger effect = lower value | activity score (negative = inhibition), % at 10 µM | 300,000 compounds, 0.038% hits | AID 2097, 2009;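 active = more than half of replicate wells score below -50%, meaning over 50% inhibition versus plate controls; inconclusive = some replicates but at most half score below -50%; inactive = no replicate scores below -50%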;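 also: 0% = median DMSO wells and -100% = median GW8510 positive control wells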
Target sequence (P49841 whole entry, looked up): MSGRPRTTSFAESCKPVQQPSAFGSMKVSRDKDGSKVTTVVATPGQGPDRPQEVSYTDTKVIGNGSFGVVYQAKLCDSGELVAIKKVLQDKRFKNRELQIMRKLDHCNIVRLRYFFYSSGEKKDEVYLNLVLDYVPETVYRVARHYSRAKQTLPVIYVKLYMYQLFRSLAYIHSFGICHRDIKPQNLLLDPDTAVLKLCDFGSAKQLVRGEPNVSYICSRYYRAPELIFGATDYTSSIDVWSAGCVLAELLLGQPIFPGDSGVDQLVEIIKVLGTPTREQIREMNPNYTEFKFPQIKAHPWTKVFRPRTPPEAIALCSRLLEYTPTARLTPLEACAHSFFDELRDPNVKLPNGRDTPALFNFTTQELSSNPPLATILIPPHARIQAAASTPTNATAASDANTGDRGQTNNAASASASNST
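Test system: GST-fused GSK3beta enzyme, cell-free | Quantity: 1.6 ng GST-GSK3beta enzyme per well | Reagent: 25 µM ATP with peptide substrate | Schedule: 60 min enzyme reaction, room temperature | Signal: Luminescent ADP-Glo measurement of ADP formed | Read-out basis: Score relative to plate controls | Control set: DMSO and 20 µM GW8510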
HSF1 inhib = HSF1 inhibitors in luciferase reporter cells, primary screen, cell-based, NIH3T3, luminescence; AID 2098, 2009; activity change, negative = inhibition, % at 7.5 µM (by protocol); 300,000 compounds, 0.77% hits; NIH3T3-HGL HSE-luciferase, MG132-induced, luminescence 8 h; stronger effect = lower value;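 active = more than half of replicate wells show activity change below -50%, luminescence cut by over half; inconclusive = some wells, but at most half, below -50%; inactive = no replicate well below -50%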;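 also: luciferase reports HSF-1 transcriptional activity via heat shock element; 0% = median of DMSO wells and -100% = zero luminescence signal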
GSK3 alpha inh = blockers of GSK3A enzyme activity – biochemical, luminescence, cell-free homogeneous, HTS, primary screen; 320,000 compounds, 0.1% hits; GSK-3 alpha kinase, ADP-Glo luminescence, 60 min; inhibition, % at 10 µM; AID 2650, 2010; Glycogen synthase kinase-3 alpha (Homo sapiens), P49840;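 in the data active = inhibition above about 50%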;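 also: GST-tagged GSK-3 alpha with peptide substrate and 25 µM ATP; 0% = DMSO neutral wells and 100% = GW8510 positive control wells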
AI-2 QS modul = Vibrio harveyi AI-2 quorum sensing modulators, primary screen, JMH597 strain, luminescence/OD600 ratio. Vibrio harveyi JMH597 AI-2 luminescence/OD600 ratio, 9 h; stronger effect = lower value; strain lacks LuxN and CqsS sensors; 0 = neutral-control median. activity change, % at 7.5 µM. 300,000 compounds, 0.4% hits; in the data active = activity change below about -75%, passing the limit was not always enough; inconclusive = no clear call, values can overlap the other calls;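 also: luminescence divided by OD600 gain over 9 h not by final OD600 alone; inactives centre near 13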
Starred values were filed as active, the others as inactive; i = inactive; ? = inconclusive; · = not tested or not shown.

molecule,Dyrk1A ADPGlo,HSF-1 act,PolyA inhibitor,HSP90 refold inh,Platelet DG rel,HDAC3 inh,GSK3beta inhib,HSF1 inhib,GSK3 alpha inh,AI-2 QS modul
NS(=O)(=O)c1cc(C(=O)Nc2ccc3c(c2)OCCCO3)ccc1Cl,5.7,18.1,i,-3.3,-8.2,-4.0,8.0,8.1,-3.2,26.9
O=C1CC(N2CCN(Cc3ccc4c(c3)OCO4)CC2)C(=O)N1Cc1ccc(N2CCCC2=O)cc1 (centres undefined),0.9,1.5,i,0.6,-0.2,-0.9,1.5,0.5,2.0,7.3
Cc1cc(C)n2nc(C)c(Br)c2n1,-3.0,0.9,i,2.4,2.7,-0.5,3.6,-2.0,-1.1,13.9
Cc1ccc(S(=O)(=O)N2CCN(C(=O)c3cc(-c4cccs4)nn3-c3ccccc3)CC2)cc1,-2.8,0.2,i,·,-15.2,1.5,-5.1,0.1,-1.5,0.5
Cc1cc(Cl)c(OCCOCCN2CCCC(C)C2)c(Br)c1 (centres undefined),·,-2.6,i,1.6,2.6,-11.6,0.6,4.9,3.1,23.6
CCOc1ccc(S(=O)(=O)NCC2CCCO2)cc1NC(=O)c1ccccc1F (centres undefined),-1.5,-11.6,i,4.5,4.7,-13.6,-0.8,-4.3,-0.9,20.0
COc1ccccc1N(CCC#N)C(=O)CSc1nc(-c2ccccc2)cn1N,3.3,9.1,i,1.6,-7.3,0.8,-23.9,-4.2,-5.7,4.8
CC(C)C(=O)N1CCN(c2ccccc2NC(=O)Cc2ccc(Cl)cc2)CC1,1.8,10.2,i,2.9,-6.4,3.5,-4.9,-0.7,-2.6,14.1
O=C(N/C(=C\c1ccccc1)C(=O)N1CCCCC1)c1ccc(Br)o1,·,-3.1,i,3.3,-7.2,6.5,0.0,-5.3,3.7,2.2
O=c1c2c(n3cnnc3n1-c1ccccc1)-c1ccccc1CC21CCCCC1,-5.7,-5.9,i,4.0,4.2,-6.2,1.8,-9.4,-0.9,8.0
COCCOC(=O)c1c(NC(=O)CN(C)c2ccccc2)sc(C(N)=O)c1C,-2.9,30.0,i,-5.1,-0.1,-0.7,0.8,6.6,0.3,-3.4
COc1ccccc1C(=O)Nc1nnc(-c2ccco2)s1,·,?,i,4.1,-6.9,3.5,1.5,23.0,-0.7,19.5
Nn1c(SCC(=O)N2CCOCC2)nnc1-c1ccc(Cl)cc1Cl,-6.5,4.3,i,3.4,7.9,5.6,2.0,-10.2,-1.6,-1.4
CC(C)(C)c1ccc(C(=O)Nc2ccc(C=C(C#N)C#N)cc2)cc1,7.5,-14.1,i,39.2*,-0.1,8.2,5.3,-17.3,-1.1,-8.1
O=P(O)(O)CCP(=O)(c1ccccc1)c1ccccc1,-2.8,-41.0,i,1.6,-6.2,11.8,1.0,-25.8,-2.8,17.0
O=C(COc1ccc([N+](=O)[O-])cc1)Nc1ccc(N2CCCC2)cc1,-2.1,3.3,i,3.2,-4.4,54.5*,0.0,-4.1,0.2,44.5
N#Cc1nc(COc2ccccc2)oc1N1CCC(Cc2ccccc2)CC1,-2.3,-2.7,i,2.8,-0.5,-0.7,-0.8,0.1,-0.3,15.4
Cc1ccc(S(=O)(=O)N(CC(=O)NCCSc2ccccn2)c2ccc(C)c(C)c2)cc1,-2.0,14.0,i,-5.2,-6.9,-13.8,0.3,1.7,-0.7,27.1
Cc1ccc(C(=O)OCC(=O)Nc2nc(-c3ccccc3)cs2)cc1NC(=O)c1ccco1,·,2.7,i,2.6,1.4,-11.1,-0.8,2.5,-3.2,22.8
O=C(N/N=C/c1ccc([N+](=O)[O-])o1)c1cc(-c2cccc(Br)c2)nc2ccccc12,3.5,41.0,i,2.8,·,1.6,1.0,49.2,-0.9,56.5
CN1CCCc2cc3c(C(F)(F)F)cc(=O)oc3nc21,3.3,-0.9,i,-3.5,-6.1,-2.9,-0.3,-7.2,0.6,15.6
O=C(NC(=S)Nc1c(Cl)ccc2nsnc12)c1ccco1,13.8,9.4,i,0.6,2.1,5.8,-6.3,-2.5,1.3,-20.5
Cc1ccc(/C=C2\SC(=S)N(Cc3ccccc3)C2=O)o1,1.6,·,·,-2.1,·,-2.0,·,·,-1.4,·
Cn1nnc2cc(C(=O)N3CCCCCC3)ccc21,0.7,4.6,i,0.9,1.0,1.3,-1.6,-5.2,-2.6,30.0
Cn1ncc(Br)c1C(=O)O,·,5.7,i,-1.0,-2.7,-2.0,-2.6,-6.8,-0.1,30.7
CCOC(=O)c1cn2nc(Oc3cccc(C(F)(F)F)c3)ccc2n1,·,-1.7,i,3.0,-2.3,-33.3,-24.0,5.0,1.2,17.5
Cc1ccnc(NC(=O)Nc2ccc(Br)cc2Cl)c1,5.8,-32.5,i,4.8,1.5,-0.8,0.2,-14.4,·,30.0
Cc1ccc(C(=O)NCC(=O)NCC(=O)OCC(=O)c2ccc(F)cc2)cc1,-5.7,-70.3,i,-0.1,9.4,·,-2.4,-61.8*,·,19.2
CC(=O)Nc1ccc(NC(=O)CSc2ccc(-c3ccc4c(c3)OCO4)nn2)cc1,4.9,5.1,i,2.4,-0.7,1.8,-2.3,2.6,-5.3,35.1
COC(=O)C(CC(=O)c1ccc(C)cc1)n1nc(C)cc1C (centres undefined),-1.1,-8.0,i,-2.6,-0.7,-0.7,0.9,-3.4,0.0,0.0
O=C(NCCCO)c1c(O)c2cccc3c2n(c1=O)CCC3,6.1,-18.4,i,2.6,4.9,0.2,-0.1,0.9,-1.1,-4.7
Cc1ccc(C(=O)CC2(O)C(=O)N(Cc3ccccc3Cl)c3ccccc32)o1 (centres undefined),-7.9,14.5,i,3.4,-0.4,5.0,-1.2,3.0,-7.7,-0.2
CS(=O)(=O)N1c2ccccc2[C@@]2(Br)C[C@H]3C(=O)N[C@@H](Cc4ccccc4)C(=O)N3[C@@H]12,-9.9,15.6,i,·,-1.3,1.0,0.1,4.3,-2.3,4.1
Cc1cc(C)cc(OCC(=O)O/N=C(\N)c2ccccn2)c1,-12.1,21.2,i,0.6,0.3,-4.7,-1.7,7.9,-2.5,?
CCc1cccc(NC(=O)CCCSc2nc3ccccc3[nH]2)c1,2.2,1.6,i,0.9,16.6,-2.7,1.7,-3.6,2.2,43.8
O=C(Nc1ccccc1)c1cn2ccccc2n1,18.5,11.5,i,37.3*,41.7,-4.9,-0.7,-5.1,4.8,15.1
COc1ccc(NC(=O)c2cccs2)cc1O,4.1,3.7,i,3.7,7.8,-1.4,-2.2,-0.5,-1.2,28.9
Cc1nc2c(C)cccn2c(=O)c1NC(=O)c1ccco1,0.5,-9.7,i,·,25.3,7.5,2.4,-2.3,-1.3,8.9
O=S(N1CCc2ccccc21)C12CC3CC(CC(C3)C1)C2 (centres undefined),4.8,-11.3,i,-1.9,2.1,10.5,1.1,-2.6,-0.4,7.8
CSc1ccccc1OCc1cc(C(=O)N2CCN(c3ccccc3)CC2C)no1 (centres undefined),-9.5,39.3,i,1.4,-9.9,-0.6,2.1,34.6,0.6,4.7
Cc1cc(S(=O)(=O)Nc2ccc(F)cc2)c(C)s1,5.4,-0.2,i,-2.7,-5.4,-2.8,0.4,-1.4,3.4,-0.2
O=C(NCCCc1ccccc1)c1cc(COc2c(F)cccc2F)on1,0.5,45.4,i,-1.1,-30.6,1.1,-4.2,12.8,-2.0,2.6
C/C(=N/N=C(/C)c1cccs1)c1cccs1,-3.0,7.2,i,-2.9,-0.7,0.0,-0.8,2.8,0.9,6.3
COc1ccc(CN2CC(=O)N(c3cccc(Cl)c3)C2=S)cc1OC,1.9,40.1,i,-4.2,13.2,-0.9,-0.9,5.4,-4.2,1.9
COc1ccc(C2=NOC(Cn3nc(C(=O)NCc4ccc5c(c4)OCO5)cc3-c3ccccc3)C2)cc1 (centres undefined),12.2,7.1,i,·,-0.9,6.5,1.7,2.2,-2.2,-3.9
Cc1ccc(C(C)C)c(OCCCCCN2CCOCC2)c1,-2.4,-7.2,i,0.6,1.5,0.1,1.1,-9.1,-1.9,27.6
Cc1nc(NC(=O)c2cc3c(C)nn(-c4ccccc4)c3s2)sc1C(=O)Nc1ccccc1,5.3,17.5,i,3.6,-9.8,0.2,4.9,-3.3,-1.1,-9.2
CCOC(=O)N1CCN(S(=O)(=O)N2CCCC(C(=O)NCCc3ccc(C)cc3)C2)CC1 (centres undefined),·,-0.6,i,-7.7,3.8,0.8,1.5,2.8,-1.3,31.8
O=C(NCc1cccs1)c1cc(-c2ccccc2)nn1CC1CC(c2cccnc2)=NO1 (centres undefined),-1.7,4.8,i,·,0.0,0.4,0.5,2.4,·,2.5
COc1ccc(C2CC(c3ccccc3)=NN2C(=O)COC(=O)c2cccnc2Cl)cc1 (centres undefined),-2.7,7.2,i,5.3,-1.3,12.0,-0.9,10.7,-1.6,28.7
Cc1sc(NC(=O)c2cc3ccccc3oc2=O)c(C(=O)OC(C)C)c1-c1ccccc1,-1.3,23.2,i,2.4,-7.5,-1.1,-0.8,4.3,0.5,22.2
COc1ccc(OCC(=O)N2N=C(C)CC2(O)C(F)(F)F)cc1 (centres undefined),·,-7.0,i,0.3,-0.4,-0.8,0.0,-2.8,0.6,9.6
Cc1nn(-c2ccccc2)c(Cl)c1/C=N/NC(=O)c1[nH]ncc1Br,3.9,4.2,i,33.0*,59.6*,6.8,-3.8,7.0,3.2,9.9
COc1ccc(NC(=O)CSc2nc3c(c(=O)n2-c2ccccc2OC)SCC3)cc1,1.4,-4.9,i,-0.5,1.6,·,2.2,5.1,0.0,33.9

Only part of the results is shown, so the mix of outcomes need not match the whole.
